Assay outcomes as filed in PubChem BioAssay.
H1N1 NS1A inhibition: H1N1 influenza NS1A inhibitors, functional cell based assay (AID 504329); NS1A functional cell-based assay, percent inhibition; higher % means a stronger effect; inhibition, % at 12.5 µM; hits with a dose series show IC50 in µM; actives 0.3% (n = 340,000); in the data active = a potency from the dose series; inconclusive = inhibition above about 27% without an active follow-up result; note: strong numbers were not always called active
PhoP GFP inhibition: Inhibition of PhoP regulon, Salmonella typhi GFP reporter cells, confirmation, 4 h (AID 1850) | Salmonella Typhi PhoP-promoter GFP reporter, fluorescence, 4 h; higher % means a stronger effect | inhibition, % at 50 µM; hits with a dose series show IC50 in µM | actives 0.33% (n = 310,000); in the data active = a potency from the dose series; inconclusive = inhibition mostly from about 25% at the one dose, without a potency; inactive = the rest, 99 in 100 with inhibition below about 19%;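 note: 0% = induced wells with vehicle and 100% = uninduced wells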
tuberculosis growth: growth inhibition of non-replicating M. tuberculosis (AID 488890); one-dose inhibition, % at 25 µM; IC50 in µM for titrated hits; Mycobacterium tuberculosis non-replicating, growth inhibition; higher % means a stronger effect; actives 0.39% (n = 320,000); in the data active = a potency from the dose series; inconclusive = inhibition mostly from about 82% at the one dose, without a potency; inactive = the rest, 99 in 100 with inhibition below about 76%;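 note: plate controls were DMSO cells for no effect and high antibiotic wells for full effect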
inhibitors of VEEV: inhibitors of VEEV TC-83 cytopathic effect, confirmation, Vero cells (AID 588727) | Vero cells, VEEV TC-83 cytopathic effect inhibition; higher % means a stronger effect | inhibition, % at 20 µM; hits with a dose series show IC50 in µM | actives 0.13% (n = 350,000); in the data active = a potency from the dose series; inconclusive = inhibition mostly from about 14% at the one dose, without a potency; inactive = the rest, 99 in 100 with inhibition below about 12%; note: strong numbers were not always called active
M. tuberculosis HTS: M. tuberculosis growth inhibition, HTS (AID 449762); M. tuberculosis H37Rv growth inhibition, 7H9 media; higher % means a stronger effect; inhibition, % at 25 µM; hits with a dose series show IC50 in µM; actives 0.59% (n = 330,000); in the data active = a potency from the dose series; inconclusive = inhibition above about 70% without an active follow-up result;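 note: bacterial growth assessed after seven days of incubation; strong numbers were not always called active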
inhibitors of VEEV 10K pilot screen: also measured in inhibitors of VEEV; calls as there; inhibition, %; measured here: 10K pilot screen inhibition
* marks the source's active call; other numbers are inactive results; i = inactive; ? = inconclusive; · = not tested or not shown.

SMILES	H1N1 NS1A inhibition	PhoP GFP inhibition	tuberculosis growth	inhibitors of VEEV	M. tuberculosis HTS	others
Cc1ccc(Cc2cnc(NC(=O)/C(C#N)=C/c3ccc(-c4ccc([N+](=O)[O-])cc4)o3)s2)cc1	9%	5%	-6%	i	-8%
NC(=S)NN=C1CCCCCCCCC1	9%	·	·	0.7%	·
CCOc1ccc(-n2c(=O)c3c4c(sc3n(CC(=O)NCCCOC)c2=O)CCCCC4)cc1	0%	-9%	7%	1.7%	-7%
Cc1noc(C)c1C(=O)Nc1ccc(-n2ccc(C(F)(F)F)n2)cc1	-23%	-4%	-9%	i	-8%
CCc1ccc(NC(=O)CCc2nc3ccccc3[nH]2)cc1	-4%	6%	12%	3.3%	24%
O=C(NCCOc1ccccc1)C1CCC(=O)N(CCCN2CCOCC2)C1 (stereo not given)	-14%	-3%	-9%	5.5%	-11%
O=C(CCC(=O)OCCCC(F)(F)C(F)(F)F)NC1CCCCC1	-5%	-5%	10%	1.0%	-4%
CCn1cc(CN2CCC(n3nccc3NC(=O)CCOc3ccccc3)CC2)cn1	20%	-10%	13%	0.8%	8%
CCOC(=O)C1C(=O)NC(N2CCN(Cc3ccccc3)CC2)=NC1c1ccco1 (stereo not given)	-3%	-2%	6%	0.4%	-4%
CCCCNC(=S)N/N=C/c1ccc(C#N)cc1	·	-2%	27%	3.5%	37%
Cc1ncc([N+](=O)[O-])n1CC(=O)NC1CCCC1	-13%	24%	3%	0.8%	6%
CCCN(c1ccc(OCC)cc1)S(=O)(=O)c1ccc2c(c1)NC(=O)CO2	1%	0%	6%	1.9%	-6%

Random excerpt: six entries already listed, in no set order.
SMILES	H1N1 NS1A inhibition	PhoP GFP inhibition	tuberculosis growth	inhibitors of VEEV	M. tuberculosis HTS	others
CCCN(c1ccc(OCC)cc1)S(=O)(=O)c1ccc2c(c1)NC(=O)CO2	1%	0%	6%	1.9%	-6%
CCOC(=O)C1C(=O)NC(N2CCN(Cc3ccccc3)CC2)=NC1c1ccco1 (stereo not given)	-3%	-2%	6%	0.4%	-4%
CCOc1ccc(-n2c(=O)c3c4c(sc3n(CC(=O)NCCCOC)c2=O)CCCCC4)cc1	0%	-9%	7%	1.7%	-7%
Cc1noc(C)c1C(=O)Nc1ccc(-n2ccc(C(F)(F)F)n2)cc1	-23%	-4%	-9%	i	-8%
CCc1ccc(NC(=O)CCc2nc3ccccc3[nH]2)cc1	-4%	6%	12%	3.3%	24%
O=C(NCCOc1ccccc1)C1CCC(=O)N(CCCN2CCOCC2)C1 (stereo not given)	-14%	-3%	-9%	5.5%	-11%

Following part.
SMILES	H1N1 NS1A inhibition	PhoP GFP inhibition	tuberculosis growth	inhibitors of VEEV	M. tuberculosis HTS	others
C/C(=N\N=C1\NC(=O)C(CC(=O)O)S1)c1ccccn1 (stereo not given)	·	3%	3%	i	-4%
Cc1c(NC(=O)c2cccs2)c(=O)n(-c2ccccc2)n1C	-4%	4%	?	0.2%	11%
Cc1occc1C(=O)NCCCCNC(=O)c1ccoc1C	6%	-3%	-7%	1.9%	-5%
O=C(O)CCS(=O)(=O)Cc1cccc(Cl)c1	5%	4%	-10%	2.6%	-7%
CC(=O)Nc1ccc(NC(=O)C(C)OC(=O)c2cccs2)cc1 (stereo not given)	-2%	·	8%	2.4%	-1%
N#C/C(=C(/O)CCl)c1nc2c(s1)CCc1ccccc1-2	3%	14%	?	?	22%
Cn1c(Cn2nnc3ccccc32)nnc1SCC(=O)Nc1ccc2c(c1)OCO2	-7%	0%	-4%	0.3%	-10%
CC(C)CCNC(=O)C(=O)NC1CCCC1	-18%	9%	?	2.0%	3%
O=C(Nc1nccs1)c1sc2ccccc2c1Cl	-22%	-4%	i	3.9%	?
CCOCCCNCc1cccc(OCc2ccc(F)cc2)c1	-1%	4%	42%	i	-1%
CC12CN3CC(C)(CN(C1)C3c1cccs1)C2=O (stereo not given)	6%	8%	2%	0.1%	-1%
Cc1cc(NCCCCO)n2c(nc3ccccc32)c1C#N	4%	-4%	12%	0.7%	0%
CCN(Cc1ccccc1)C(c1ccc(C)cc1)c1nnnn1C(C)(C)C (stereo not given)	-4%	-13%	8%	i	4%
CCCc1cc(=O)[nH]c(SCc2cccnc2)n1	-5%	1%	-7%	1.9%	-7%
COc1cccc(CN2C(=O)N(C(C)C)C(N(O)C(=O)NC(C)C)C2(C)C)c1OC (stereo not given)	-10%	5%	-4%	0.5%	-8%
Cc1ccc(N(CC(=O)NCCSc2ccccn2)S(=O)(=O)c2ccc(F)cc2)cc1	-1%	9%	31%	1.1%	1%
O=C(C1CCCO1)N1CCN(C(=S)Nc2ccc(Br)cc2)CC1 (stereo not given)	-17%	6%	-9%	4.0%	1%
S=C1NCN(Cc2ccco2)CN1c1cccc2ccccc12	13%	-21%	16%	1.7%	-2%
CCN(CC)CCN(Cc1cc2cc(C)cc(C)c2[nH]c1=O)C(=S)NCc1ccco1	9%	-2%	6%	7.0%	1%
Cc1ccc(S(=O)(=O)N2CCN(C(=O)c3ccc4ccccc4n3)CC2)c(C)c1	-6%	·	24%	8.6%	3%
CN(Cc1c(F)cccc1Cl)C(=O)CCc1c[nH]c2ccccc12	9%	5%	17%	2.6%	1%
O=C(/C=C/c1cccc(OCc2ccccc2)c1)c1cccnc1	-1%	-3%	?	0.3%	?
C[C@H](CO)N1C[C@H](C)[C@@H](CN(C)S(=O)(=O)c2ccc(F)cc2)Oc2ccc(NS(=O)(=O)c3cccs3)cc2C1=O	5%	·	22%	0.0%	-4%	inhibitors of VEEV 10K pilot screen=1.4
CC(C)CCOc1ccc(/C=N/N2C(=O)CSC2=S)cc1	-1%	5%	?	1.5%	-3%
O=S(=O)(c1cccc(-c2nnc(SC(F)F)n2-c2ccccc2)c1)N1CCCCC1	-5%	8%	11%	1.0%	-1%
Nc1c(C(=O)Nc2ccc3c(c2)OCCO3)nnn1Cc1ccc(Cl)cc1	-4%	8%	-18%	2.2%	1%
CCOC(=O)c1sc2nc(C)nc(N3CCCCC3C)c2c1C (stereo not given)	·	3%	25%	2.7%	61%
O=C(Nc1cccc(Cl)c1)N1CCN(c2ncccn2)CC1	3%	9%	-5%	1.9%	-15%
CC(C)Oc1ccc(C2CNC(=O)C2)cc1 (stereo not given)	-10%	-8%	·	0.2%	0%
COCc1ccc(CN2CCCC(CCC(=O)NCc3cccc(OC)c3)C2)o1 (stereo not given)	-5%	2%	13%	i	-3%
c1ccc(N2OCC3Cn4c(nc5ccccc54)C32)cc1 (stereo not given)	-8%	-13%	0%	0.6%	2%
CSCCC1COC(c2cccs2)=N1 (stereo not given)	3%	3%	-10%	0.7%	1%
COc1ccc2[nH]c3c(=O)n(Cc4ccco4)cnc3c2c1	7%	-7%	0%	0.2%	4%
COc1cccc(-c2nc(NCc3ccco3)c3ccccc3n2)c1O	6%	-6%	4%	1.0%	-7%
Cc1onc(-c2ccccc2)c1C(=O)/C=C/N(C)C	-20%	1%	-10%	i	0%
COc1ccc(N(CC(=O)NCc2ccc(C)cc2)S(=O)(=O)c2c(C)noc2C)cc1	6%	-9%	0%	0.5%	-2%
COc1cccc(C(=O)CSc2nnc(-c3cc(OC)c(OC)c(OC)c3)o2)c1	-7%	-13%	-17%	6.0%	7%
Cc1ccccc1C(=O)NC[C@@H]1CCCN2CCCC[C@H]12	-7%	-4%	-3%	i	0%
Cc1ccc(C(=O)N(Cc2ccccc2)C(C)(C)C)cc1C	-8%	-6%	·	0.2%	-1%
CCCCc1ccc(-c2csc(/C(C#N)=C/c3ccc(C)o3)n2)cc1	8%	-4%	28%	5.9%	-6%
COc1ccc(S(=O)(=O)N(C)c2ccc(C(=O)N3CCCC3)cc2)cc1OC	-6%	-4%	-15%	0.6%	8%
Cc1ccc(CN(C)C(=O)CCNS(=O)(=O)c2ccccc2)o1	-18%	·	-4%	1.6%	5%
CSc1ncccc1C(=O)NCc1ccc(C)cc1	6%	1%	-5%	1.4%	-4%
CC1CCN(c2ccc3nnc(CCC(=O)N4CCN(c5ccc(F)cc5)CC4)n3n2)CC1	6%	-7%	25%	i	50%
COc1cccc(CNC(=O)C2CCN(S(=O)(=O)c3cnc[nH]3)CC2)c1	11%	1%	-4%	i	3%
CCc1cc(=O)oc2cc(OCC(=O)O)c(Cl)cc12	8%	5%	-24%	2.1%	-8%
Cc1cc(C)cc(NC(=O)CC23CC4CC(C2)CC(n2nnc(C)n2)(C4)C3)c1	-9%	-7%	17%	i	1%	inhibitors of VEEV 10K pilot screen=1.2
COC(=O)c1ccccc1NC(=O)c1cc(C)no1	1%	-8%	6%	0.9%	-6%
CCN(CC)S(=O)(=O)c1cc(C)c(C)cc1OCC(=O)NC1CCCC1	-1%	5%	-3%	6.2%	-4%
O=C(CC1CCCC1)N1CCCC(Nc2cccc(F)c2)C1 (stereo not given)	2%	-6%	13%	i	10%
COc1ccc(CCNC(=O)CSc2ccc(-c3ccccc3)nn2)cc1	·	-23%	-4%	·	6%
O=C(NCc1ccc2c(c1)OCO2)C(=O)NCC1OCCN1S(=O)(=O)c1ccc(Cl)cc1 (stereo not given)	15%	-3%	21%	2.0%	17%
Cc1ccc2nc(NC(=O)CC3Oc4ccccc4NC3=O)sc2c1 (stereo not given)	-13%	-9%	-6%	i	-7%
CCN(CC)CCNC(=O)C1CCN(S(=O)(=O)c2c(C)noc2/C=C/c2ccccc2F)CC1	7%	4%	38%	12%	5%
c1ccc(CN2CCC3(CC2)Nc2ccccc2CO3)cc1	-25%	-14%	6%	4.0%	0%
Cn1c2c(c(=O)c3ccccc31)CCC(C)(C)O2	-7%	3%	11%	i	-8%
COC(=O)c1ccccc1S(=O)(=O)N1CCC(C(=O)N(C)CCOc2ccccc2)CC1	2%	13%	4%	9.1%	1%
NC(=O)C1CCN(C(=O)c2cc3c(s2)CCCCC3)CC1	-5%	·	13%	4.3%	-6%
Cc1ccc(CNC(=O)C2CCC(=O)N2Cc2ccccc2Cl)cc1 (stereo not given)	-17%	7%	-13%	i	-6%
O=C1CN(C(=O)c2cc3ccccc3oc2=O)C(c2ccc(F)cc2)c2cc(Br)ccc2N1 (stereo not given)	-4%	4%	·	11%	-7%
Additional records
SMILES	H1N1 NS1A inhibition	PhoP GFP inhibition	tuberculosis growth	inhibitors of VEEV	M. tuberculosis HTS	others
O=[N+]([O-])c1ccc(Oc2ccc(-c3nnco3)cc2)c(Cl)c1	5%	12%	·	0.8%	12%
Cc1ccc(N2C(=O)CS/C2=C(\C(Cl)=C(Cl)Cl)[N+](=O)[O-])cc1	8%	6%	16%	0.2%	1%
CCOC(=O)C1(CCOc2ccccc2)CCN(Cc2ccc(C)o2)CC1	-12%	6%	36%	i	0%
Cc1nnc2ccc(-c3ccc(NS(=O)(=O)c4ccccc4F)cc3)nn12	2%	-9%	4%	11%	4%
COCCNCCOc1ccc(C)cc1[N+](=O)[O-]	-20%	0%	-1%	0.0%	8%
CCCCn1c(O)c(C(CC)=NCc2ccco2)c(=O)[nH]c1=O	-1%	0%	24%	1.3%	3%
Cc1ccc2c(c1)N(C(C)C(=O)N1CCC3(CC1)OCCO3)C(=O)CO2 (stereo not given)	0%	4%	6%	0.3%	-6%
CC(C)CN1CCN(Cc2cnc(N3CCOCC3)s2)CC1CCO (stereo not given)	3%	27%	-1%	1.5%	-3%
COC(=O)[C@@H](NC(=O)O[C@@H]1C(=O)c2ccc(OC)cc2O[C@H]1c1cccc(C(F)(F)F)c1)C(C)C	·	2%	34%	·	56µM*
O=S(=O)(Nc1ccc(-c2ccc3nncn3n2)cc1)c1ccc(Cl)s1	-14%	7%	8%	2.8%	14%
COc1cc2c(cc1OC)N1C(=O)CC(OCC(=O)O)C3C4CC5(CCN5C(=O)C4=O)C2C31 (stereo not given)	·	2%	-3%	0.7%	-6%
CCOC(=O)c1ccc(NC(=O)CSc2nnc(COc3ccccc3)n2C)cc1	-8%	3%	6%	0.3%	-8%
CCOCCCNC(=S)NCCNc1nc2ccc(C)cc2cc1C#N	-4%	-2%	30%	0.2%	2%
Clc1ccccc1OCCn1cnc2ccccc21	12%	4%	18%	i	-3%
CCOC(=O)CSc1nc2cc3c(cc2cc1C#N)OCO3	0%	-4%	24%	1.0%	16%
Nn1c(SCC(=O)NNC(=O)c2ccccc2)nnc1-c1ccccc1F	-4%	-4%	3%	1.5%	4%
CCCCC(=O)Nc1ccc(Br)cn1	-1%	-10%	·	i	3%
